Screens (PubChem BioAssay)
TAAR1 antag: human TAAR1 antagonism | CHO RD-HGA16 TAAR1, Fluo-8 calcium fluorescence, antagonist | inhibition, % at 3 µM | actives 1.5% (n = 360,000) | Q96RJ0;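 active means inhibition above a per-plate cutoff, the mean inhibition of test compounds on that plate plus 3 SD, cut at about 49% in these data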;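 further: 0% = DMSO plus EC80 beta-PEA response and 100% = DMSO alone without agonist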
Target sequence (Q96RJ0 whole entry, looked up): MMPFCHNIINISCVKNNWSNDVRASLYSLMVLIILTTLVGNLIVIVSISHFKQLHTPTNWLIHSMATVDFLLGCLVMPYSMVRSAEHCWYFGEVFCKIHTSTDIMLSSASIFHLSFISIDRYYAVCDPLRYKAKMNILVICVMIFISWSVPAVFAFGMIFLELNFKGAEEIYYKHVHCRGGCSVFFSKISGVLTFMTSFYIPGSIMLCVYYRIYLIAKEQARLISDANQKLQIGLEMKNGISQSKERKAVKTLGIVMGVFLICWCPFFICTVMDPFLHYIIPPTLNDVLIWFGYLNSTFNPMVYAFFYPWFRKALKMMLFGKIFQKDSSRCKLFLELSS
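System: CHO RD-HGA16 cells bearing hTAAR1. Reagent: EC80 β-phenethylamine stimulus. Schedule: seeding 17-24 h prior, 75-min 37 °C, 30-min RT dye loading. Signal: Fluo-8 intracellular calcium dye fluorescence, real-time kinetic reads. Read-out: % inhibition from peak post-agonist over basal fluorescence ratio. Benchmarks: vehicle wells and EC80 agonist wells. Replicates: n of 1.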
OXTR agonist: activates the human oxytocin receptor; P30559; CHO-OTR cells, Fluo-8 calcium fluorescence; normalized: DMSO 0%, oxytocin 100%; activation, % at 3 µM; actives 0.32% (n = 320,000); AID 2435;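 active means activation above the mean of all tested compounds plus 3 SD, cutoff set per screening run, cut at about 20% in these data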;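 further: peak over basal fluorescence ratio from a 100 s FLIPR kinetic read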
Target sequence (P30559 whole entry, looked up): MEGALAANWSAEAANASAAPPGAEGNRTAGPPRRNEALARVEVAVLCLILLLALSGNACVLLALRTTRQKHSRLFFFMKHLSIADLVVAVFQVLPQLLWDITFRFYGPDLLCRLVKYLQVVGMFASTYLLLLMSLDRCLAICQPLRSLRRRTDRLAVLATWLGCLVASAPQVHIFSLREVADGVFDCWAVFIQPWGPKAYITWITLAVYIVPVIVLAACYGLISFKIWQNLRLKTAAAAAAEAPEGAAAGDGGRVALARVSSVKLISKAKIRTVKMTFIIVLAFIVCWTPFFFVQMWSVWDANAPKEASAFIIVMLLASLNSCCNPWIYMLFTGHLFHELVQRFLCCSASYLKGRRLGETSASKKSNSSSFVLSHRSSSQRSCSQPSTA
CHRM1 agonist: agonists of human M1 muscarinic receptor; P11229; activation, % at 3 µM; CHO-K1 hM1, Fluo-8 calcium fluorescence, agonist mode; 0% DMSO, 100% acetylcholine EC100; AID 588814; actives 0.33% (n = 360,000);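 active means activation above the run's mean compound activation plus 3 SD, cut at about 16% in these data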;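 further: peak over basal fluorescence ratio within a 140 s kinetic read after compound addition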
V1aR counter: activates human V1a receptor in oxytocin agonist counter-screen; activation, % at 3 µM; actives 0.25% (n = 320,000); P37288; CHO-V1R cells, Fluo-8 calcium fluorescence, agonist mode; 0% DMSO, 100% 3 nM vasopressin;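 active means activation above the mean activation of all tested compounds plus 3 SD, per screening run, cut at about 20% in these data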;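 further: signal is peak over basal fluorescence ratio across a 100 second FLIPR read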
CHRM1 PAM: potentiates human M1 receptor response to acetylcholine; P11229; CHO-K1 hM1, Fluo-8 calcium fluorescence, ACh EC20; 0% = ACh EC20, 100% = maximal ACh; activation, % at 3 µM; actives 0.088% (n = 360,000); AID 588819; in the data active means activation above about 19%, passing the limit was not always enough
CHO parental Ca: counter-screen: ATP calcium response change in parental CHO cells | inhibition, % at 5.6 µM | actives 0.63% (n = 330,000) | parental CHO-K1, ATP-induced calcium, Fluo-8 fluorescence;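 active means inhibition above that plate's mean sample inhibition plus 3 SD, cut at about 26% in these data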;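 further: 0% = ATP-challenged DMSO wells and 100% = DMSO wells without ATP; some compounds past the cut are filed as inactive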
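Test system: parental CHO cells; detection: calcium-sensitive Fluo-8 fluorescence; evaluation: percent inhibition of calcium signal; also added: ATP as calcium-mobilizing challenge; repeats: one well per compound; control set: ATP-challenged DMSO wells low, unchallenged DMSO wells high; compound: single nominal dose of 5.6 µM per compound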
OXTR potentiate: potentiators of human oxytocin receptor; P30559; CHO-OTR cells, Fluo-8 calcium fluorescence, potentiator mode; 0% = oxytocin EC15, 100% = EC100; activation, % at 3 µM; actives 0.061% (n = 320,000); AID 2445;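 active means activation above that plate's cutoff, the mean activation of tested compounds plus 3 SD, cut at about 6.6% in these data, passing the limit was not always enough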;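 further: 100% uses oxytocin at 75 nM as the full agonist control; some results filed as inactive read as strong as hits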
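Material: human OTR in CHO cells. Compound: 3.0 µM, one dose. Timing: compound 6 min at room temperature before oxytocin, 100 s read. Evaluation: % activation of max/min ratio relative to oxytocin controls. Replication: single well per compound, singlicate. Signal: Fluo-8 calcium dye fluorescence.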
TAAR1 agonist: human TAAR1 agonism | CHO RD-HGA16 TAAR1, Fluo-8 calcium fluorescence; vehicle wells 0%, saturating PEA agonist 100% | actives 0.99% (n = 360,000) | Q96RJ0 | AID 624467 | activation, % at 3 µM;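 active means activation above the mean activation of all test compounds in the run plus 3 SD, cut at about 38% in these data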
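Test system: RD-HGA16 (CHO) cells co-expressing Gα16 and hTAAR1; dosing: one-point dosing at 3 µM (nominal); timing: 17-24 h seeding, 75 min 37 °C dye, 30 min RT; signal: kinetic Fluo-8 calcium fluorescence; read-out basis: % activation relative to PEA EC100 response; controls: DMSO and PEA EC100; replicates: n 1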
CHRM1 antagonist: antagonists of human M1 muscarinic receptor; P11229; inhibition, % at 3 µM; AID 588852; CHO-K1 hM1, Fluo-8 calcium fluorescence, ACh EC80 antagonist; actives 1.3% (n = 360,000);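 active means percent inhibition above its own plate's cutoff, namely the mean of that plate's compound wells plus 3 SD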;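 further: peak over basal fluorescence ratio during 140 s after agonist addition; 0% = ACh EC80 plus DMSO and 100% = DMSO alone without agonist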
Numbers without * were called inactive; x = no result given; & = joins results of further samples.

SMILES	TAAR1 antag	OXTR agonist	CHRM1 agonist	V1aR counter	CHRM1 PAM	CHO parental Ca	OXTR potentiate	TAAR1 agonist	CHRM1 antagonist
O=C(CNS(=O)(=O)c1ccc([N+](=O)[O-])cc1)N/N=C\c1ccc(O)cc1	68*	8.9	8	3.7	25	6	-11	68*	-3
Cc1nc(CN2CCN(C(=O)NC3(c4ccccc4)CC3)CC2)cs1	10	0.7	-4	0.5	-10	-3	-8	4	8
CC(=O)Nc1ccc(S(=O)(=O)Nc2ccc3c(c2)n(C)c(=O)n3C)c(C)c1	-12	0.3	-4	0.3	10	-4	-9	-2	-10
COc1cc(/C=N/Nc2nc(=O)[nH]nc2C)cc(OC)c1O	-14	-0.1	-4	1.1	6	-17	-2	21	-7
CN(Cc1ccccc1)C(=O)C1CCCN(Cc2cccc(Cl)c2)C1 (stereo not drawn)	-14&-11	-1.5	-11&-6	-0.3	-8&-1	-26	-12	0&4	0&-2
c1ccc(OCCSc2nc3ccccc3[nH]2)cc1	13	-0.6	-2	0.1	-2	-3	0	-3	4
O=C(COC(=O)/C=C/c1cccs1)Nc1ccccc1Cl	-7	-2.5	-7	-1.0	-7	-20	-12	11	8
CCC(CC)C(=O)Nc1cccc(C(=O)Nc2ccc(S(=O)(=O)Nc3ccc(C)cc3)cc2)c1	7	-0.2	0	2.5	-2	10	-6	10	4
C=C(CC[C@@H](O)C(C)(C)O)[C@H]1CC[C@]2(C)[C@@H]1CCC1[C@@]3(C)CC[C@H](O)C(C)(C)C3CC[C@]12C (stereo partly drawn)	-16	0.9	0	0.9	10	-2	5	10	-14
COCCNS(=O)(=O)c1ccc(OCC(=O)N2CCc3ccccc3C2)c(Cl)c1	6	-0.2	-3	2.0	-1	-16	-10	5	-16
CC(C)NC(=O)N(C)C[C@H]1Oc2c(NS(=O)(=O)c3ccc(F)cc3)cccc2C(=O)N([C@H](C)CO)C[C@@H]1C	3	-0.7	-4	0.1	7	-12	-5	5	-15
NCCCCCCNS(=O)(=O)c1cccc2c(Cl)cccc12	14	-0.2	4	-0.4	-3	3	-5	25	-10
O=[N+]([O-])c1ccccc1Nc1cccc(F)c1	-17	x	-6	x	4	x	x	-3	-3
COc1ccc(CNC(=O)CN(c2ccc(C(C)C)cc2)S(=O)(=O)c2c(C)noc2C)cc1	-18	-0.7	-2	0.0	-5	-26	0	2	20
O=C(NCc1ccc(F)cc1)c1ccc(CS(=O)Cc2ccccc2Cl)o1 (stereo not drawn)	5	4.4	-2	4.9	6	-30	-15	8	-6
CCOC(=O)c1ccc2c(c1)n(CCCS(=O)(=O)[O-])c(/C=C/c1ccc(Cl)cc1)[n+]2CC	-6	0.0	-4	0.7	6	-8	-2	0	-11
CS(=O)(=O)Oc1ccc2c(c1)O/C(=C\c1cccc([N+](=O)[O-])c1)C2=O	36	x	-5	x	-2	x	x	3	7
Cc1ccc(CSc2ccc(-c3cccs3)nn2)cc1	8	-0.1	-6	0.2	9	-13	-5	7	-11
Nc1nonc1-n1nnc(C(=O)N/N=C/c2cccnc2)c1-c1ccccc1	-22	1.1	4	0.8	7	-16	-2	15	-7
COc1cccc2cc(C(=O)Nc3ccccc3C(=O)N3CCOCC3)oc12	7	-0.8	2	-0.7	6	-2	-3	7	-2
CCOC(=O)N1CCN(C(=O)CSc2ccc(-c3ccc(OC)c(OC)c3)nn2)CC1	-20	-2.6	-6	-1.2	1	-10	-25	13	7
CCOc1ccccc1NC(=O)NC(C)c1ccncc1 (stereo not drawn)	-21	-1.2	-7	-0.4	6	-22	-8	2	0
Cc1ccc(S[C@@H](CCN2CC[C@H](O)CCC2=O)c2ccccc2)cc1	-10	1.8	1	1.1	6	-19	-1	3	10
COc1ccc(OC(C)C(=O)Nc2cccc(F)c2)cc1 (stereo not drawn)	8	-1.0	-9	1.0	6	-8	-6	9	-5
COCCCNC(=O)/C(C#N)=C/c1c(N2CCCCCC2)nc2ccccn2c1=O	29	-0.4	-4	3.9	3	-28	-5	11	-3
O=C(COC(=O)c1ccccc1F)NCc1ccc2c(c1)OCO2	-2	1.6	-4	1.3	6	-10	-2	-2	-15
C[C@@H]1Cn2cnc(C(=O)N[C@@H](Cc3c[nH]c4ccccc34)C(=O)OC(C)(C)C)c2C(=O)N1	38	x	2	x	-3	x	x	12	6
Cc1cc(C(F)(F)F)c2sc(N)nc2n1	10	-0.3	-5	1.0	3	9	-9	14	-17
O=C(Cc1ccc([N+](=O)[O-])cc1)N/N=C/c1ccc([N+](=O)[O-])o1	-10	0.8	-3	-0.6	9	7	-1	3	-15
COc1cc2c(cc1OC)CN(C(=O)CSc1nc(N)c(C#N)cc1C#N)CC2	x	1.1	-2	0.2	-9	4	-1	x	8
CCOC(=O)c1ccccc1Cc1nc2ccccc2c(=O)[nH]1	-9	-2.2	-8	-0.3	-26	-19	-6	1	98*
COc1cccc(NS(=O)(=O)c2cc3c(cc2C)NC(=O)CO3)c1	4	2.4	-2	3.1	-2	2	-3	4	2
Cc1ccc(S(=O)(=O)n2nc(-c3cccnc3)nc2N)cc1	4	2.0	-5	1.0	7	-8	0	5	-2
C#CCOCCOCCOCCNc1nc(N2CCN(C(=O)C([C@@H](C)CC)n3cc(C(N)COC(=O)C(F)(F)F)nn3)CC2)nc(N2CCN(C(=O)[C@H](CCCCN)n3cc(C(N)CC(C)C)nn3)CC2)n1 (stereo partly drawn)	x	1.0	x	0.0	x	-2	0	x	x
O=C(CCCNS(=O)(=O)c1cccc2nsnc12)NC1CCCCC1	8	0.3	-4	-0.4	0	-12	-2	1	-18
COc1ccc(CNc2ccc3c(c2)CCC3)cc1Br	-22	-0.2	-4	0.8	18	-3	0	15	-21
Cc1cc(C)cc(NC(=O)C(=O)NCC2CCCO2)c1 (stereo not drawn)	-3	-1.0	-5	-0.2	15	-8	-10	10	-9
CC(=O)Nc1ccc(NC(=O)CSc2nc(C)nc3sc(C)c(C)c23)cc1	-2	0.4	-3	0.2	9	-19	-2	4	-15
Cc1nc(N2CCC(C)CC2)c2c(C)c(C(=O)Nc3ccc(C)c(F)c3)sc2n1	-18	-0.5	-7	0.7	7	-12	-7	1	-6
CCCc1nc2ccccc2c(=O)n1CC(=O)c1ccccc1	-2	-2.4	-7	-0.8	10	-14	-3	9	-10
CCCCN(CC)C(=O)Cc1ccc(Br)cc1	16	-3.3	-12	-1.0	10	-17	-4	-1	-13
COc1cccc(NC(=O)CSc2ccc(-c3sc(C)nc3C)nn2)c1	-5	8.1	2	6.5	2	-1	-17	6	-1
Cc1ccc(S(=O)(=O)N2CCCCC2)cc1C(=O)c1nccn1C	11	0.1	-3	0.7	1	-11	-4	5	5
CC1(C(=O)NS(=O)(=O)C2CC2)CCCN(C(=O)Cc2ccc(F)cc2)C1 (stereo not drawn)	-5	x	0	x	-5	x	x	1	3
C=CCN1C(=O)NC(c2ccccc2)(C(F)(F)F)S/C1=C(\C#N)c1nnc(N2CCOCC2)n1-c1ccccc1 (stereo not drawn)	13	-1.0	-3	-0.7	-1	-13	-4	5	9
O=C(CCn1cnnn1)Nc1ccc(Cl)c(Cl)c1	12	0.7	-7	0.7	4	1	-1	9	-4
Cc1ccc(NC(=O)c2ccc(NCCCN3CCC(C)CC3)c([N+](=O)[O-])c2)cc1F	-9	0.2	-8	-0.1	-7	-29	-9	1	10
Cc1ccccc1CNS(=O)(=O)c1csc(C(N)=O)c1	-11	0.6	-1	14	3	-12	-2	1	-3
Brc1ccc2[nH]c3c(c2c1)CCC3	1	-1.5	-2	-1.1	15	-22	0	-1	-22
O=C(CN(Cc1ccc(Cl)cc1)C(=O)c1csnn1)NCc1ccccc1	-2	0.8	0	1.9	1	-18	-4	6	3
The listing continues:
SMILES	TAAR1 antag	OXTR agonist	CHRM1 agonist	V1aR counter	CHRM1 PAM	CHO parental Ca	OXTR potentiate	TAAR1 agonist	CHRM1 antagonist
CN(C)S(=O)(=O)c1ccc(SCC(=O)Nc2cccc(S(=O)(=O)N3CCCC3)c2)nc1	10	x	-4	x	-16	x	x	3	22
Cc1ccc(NC(=O)CSc2nnc(N)s2)cc1S(=O)(=O)N1CCCCC1	-18	0.3	5	0.2	4	-10	-5	2	0
COc1cccc(NC(=O)CN(C)C(=O)c2cc(C3CC3)nn2-c2ccccc2)c1	-28	1.0	-7	1.2	0	-14	4	7	-5
CC(C)(C#N)N([O-])C=C[N+](=O)C(C)(C)C#N	-5	-0.1	-2	0.1	2	-4	-4	5	-1
O=C(COC(=O)C1CCN(c2ccc(C(F)(F)F)cn2)CC1)Nc1ccc(F)cc1[N+](=O)[O-]	14	-1.5	3	-0.3	15	-10	-8	0	-6
CCCCn1c(=O)c(Cc2ccccc2)c(O)c2ccccc21	-11	-0.5	-3	0.0	-2	-5	-8	4	-5
CCCOc1ccc(C(=O)Nc2cc(S(=O)(=O)N3CCOCC3)ccc2N2CCN(CC)CC2)cc1OC	-17	x	-3	x	-2	x	x	10	20
CCOC(=O)C(NC(C)=O)(Nc1ccc(F)cc1)C(F)(F)F (stereo not drawn)	-1	1.1	-2	1.4	0	-6	1	1	3
Cc1ccc(OC(=O)c2sc(Cl)nc2C)cc1C	-19	-2.4	-2	-0.6	4	-7	-6	5	-7
Fc1ccc(-c2nnc(-c3ccc(Cl)cc3)o2)cc1	-1	-0.4	-2	0.5	2	-14	-5	7	1
O=C(Nc1ccc(S(=O)(=O)Nc2nccs2)cc1)c1ccncc1	-17	x	-3	x	12	x	x	2	-17
Cc1c(C(c2ccc(C(=O)O)cc2)c2c(C)n(C)n(-c3ccccc3)c2=O)c(=O)n(-c2ccccc2)n1C	-15	0.7	-6	2.4	10	3	1	1	-6
CC(=O)Nc1ccccc1-c1nn[nH]n1	-12	0.6	-2	-0.8	2	-2	-1	2	-11
CCCOCC1CC2(CC(C)(c3csc(N)n3)OC2=O)C(=O)O1 (stereo not drawn)	-18	-0.2	-2	0.0	5	-3	-9	6	-25
O=C(Nc1cccc(F)c1)c1ccccc1	6	-0.9	-3	-0.3	5	0	8	-1	-9
